Screens (PubChem BioAssay)
TIM10 inh: TIM10 yeast growth inhibition | S. cerevisiae TIM10 strain growth, BacTiter-Glo luminescence, 24 h | hit rate 1.4% among 330,000 | AID 463195 | inhibition, % at 10 µM;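 active = inhibition of 40% or more at the single tested concentration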;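 also: wild-type TIM10 isogenic control strain grown at permissive 25 °C; 0% = DMSO yeast wells and 100% = minimal medium wells without yeast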
NALP3 yeast inh: NALP3 inhibition in yeast. Yeast reconstituted NLRP3/ASC/caspase-1, beta-gal luminescence, 24 h. inhibition, % at 10 µM. hit rate 0.39% among 330,000;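 active = inhibition of 50% or more; inactive = inhibition below 50%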;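 also: plate controls were induced DMSO wells for no effect and uninduced yeast grown without galactose for full effect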
mIAP inh: mouse IAP inhibition | inhibition, % at 10 µM | purified mouse IAP, CDP-Star luminescence, 30 min | hit rate 0.2% among 330,000 | AID 2806;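 active = inhibition of at least 40% at 10 µM in the primary screen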;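 also: plate controls were DMSO with enzyme for no effect and no enzyme wells for full effect; values of inactives mirror those of a sister screen read the other way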
mIAP act: mouse IAP activation; hit rate 0.24% among 330,000; muIAP, CDP-Star luminescence, 30 min; stronger effect = higher value; 1 = vehicle-only enzyme signal, 0 = enzyme-free wells; AID 2805; activation factor at 10 µM;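 active = activation factor of at least 2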; also: the source names both 10 and 20 µM as test concentration; values of inactives mirror those of a sister screen read the other way
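System: mouse IAP enzyme. Reagent: CDP-Star chemiluminescent phosphatase substrate. Benchmarks: DMSO wells, no-enzyme wells. Times: 30 min enzyme-substrate-compound incubation at room temperature. Detection: luminescence from enzymatic CDP-Star hydrolysis. Doses: test compounds delivered from DMSO solution.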
tim10-1 inh: inhibits growth of tim10-1 mutant yeast. hit rate 2.2% among 330,000. S. cerevisiae tim10-1 ts strain growth, BacTiter-Glo, 24 h. inhibition, % at 20 µM. AID 463190;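 active = inhibition of at least 40%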;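 also: mutant grown at 25 °C; 0% = DMSO wells with yeast and 100% = wells holding no yeast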
APOBEC3G inh: inhibitors of human APOBEC3G DNA deaminase | recombinant A3G, ssDNA deamination FAM/TAMRA fluorescence | inhibition, % at 20 µM | hit rate 0.28% among 330,000 | AID 493012;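 active = inhibition of at least 40% at 20 µM, with no more than 30% in the related APOBEC3A deaminase screen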;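 also: plate controls were DMSO wells with A3G for no effect and wells lacking A3G enzyme for full effect; some compounds called inactive have numbers as strong as hits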
hIAP block: blocks human intestinal alkaline phosphatase; P09923; purified IAP, CDP-Star luminescence, 30 min; inhibition, % at 10 µM; hit rate 0.12% among 330,000;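 active = inhibition reaching a set limit with compound at 10 µM in the primary screen, cut at about 35% in these data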;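 also: plate controls were DMSO wells with enzyme for no effect and no-enzyme buffer wells for full effect; values of inactives mirror those of a sister screen read the other way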
Target sequence (P09923 whole entry, looked up): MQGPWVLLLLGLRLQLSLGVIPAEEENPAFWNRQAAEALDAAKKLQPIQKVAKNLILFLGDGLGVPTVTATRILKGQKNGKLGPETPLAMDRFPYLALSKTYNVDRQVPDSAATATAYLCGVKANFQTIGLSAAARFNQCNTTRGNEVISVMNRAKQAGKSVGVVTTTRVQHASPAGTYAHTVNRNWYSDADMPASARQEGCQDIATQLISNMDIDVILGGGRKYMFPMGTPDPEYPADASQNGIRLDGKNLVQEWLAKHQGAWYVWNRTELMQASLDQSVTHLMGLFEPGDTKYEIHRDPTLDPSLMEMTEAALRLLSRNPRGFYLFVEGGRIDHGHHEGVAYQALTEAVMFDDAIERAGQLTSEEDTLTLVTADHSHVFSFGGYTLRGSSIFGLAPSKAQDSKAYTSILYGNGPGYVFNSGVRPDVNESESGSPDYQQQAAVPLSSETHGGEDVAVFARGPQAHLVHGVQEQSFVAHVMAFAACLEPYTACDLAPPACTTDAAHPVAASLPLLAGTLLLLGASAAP
APOBEC3A inh: blocks human APOBEC3A ssDNA deamination | hit rate 0.41% among 330,000 | recombinant A3A, FAM/TAMRA ssDNA deamination fluorescence | inhibition, % at 20 µM | P31941;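 active = at least 40% inhibition at 20 µM here, with at most 30% in a related deaminase screen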;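 also: plate controls were A3A with DMSO for no effect and wells lacking A3A enzyme for full effect; some results filed as inactive read as strong as hits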
Target sequence (P31941 whole entry, looked up): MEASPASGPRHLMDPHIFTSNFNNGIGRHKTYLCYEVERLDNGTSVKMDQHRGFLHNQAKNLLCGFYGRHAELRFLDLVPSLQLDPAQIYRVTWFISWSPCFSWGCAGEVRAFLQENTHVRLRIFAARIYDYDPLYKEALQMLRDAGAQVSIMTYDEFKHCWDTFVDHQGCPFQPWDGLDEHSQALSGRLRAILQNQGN
beta cell repl: induces beta-cell replication in MIN6 cells; MIN6 cells proliferation, ATPlite luminescence, 48 h; cells starved in 0.2% serum; 100% = growth in 10% serum; proliferation, % at 10 µM; hit rate 0.29% among 330,000;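 active = compounds whose signal lies at least 3.5 SD above the mean of all wells on their plate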;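 also: 0% = DMSO-treated cells in low-serum medium and 100% = 10% serum control; some compounds called inactive have numbers as strong as hits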
An asterisk follows results filed as active.

SMILES	TIM10 inh	NALP3 yeast inh	mIAP inh	mIAP act	tim10-1 inh	APOBEC3G inh	hIAP block	APOBEC3A inh	beta cell repl
CC(C)c1ccc(OCC(=O)N2CCc3ccccc3C2)cc1	24	30	1	0.99	23	-5	14	-2	-5
Cc1c(Cl)cccc1N1C(=O)C2ON(c3ccccc3)C(c3cccnc3)C2C1=O (stereo not drawn)	-1	3	1	0.99	28	-10	-9	-3	-1
CCC(=O)Oc1ccc(C2NC(=O)c3ccccc3O2)cc1OC (stereo not drawn)	17	-22	1	0.99	15	-2	-4	-3	-2
CCc1ccc(N(CC(=O)NCC2CCCO2)C(=O)CCC(=O)Nc2nccs2)cc1 (stereo not drawn)	-3	-3	2	0.98	-5	-11	0	-6	-1
COC(C[C@H](O)[C@@H](C)[C@H](O)COCc1ccccc1)OC	0	18	2	0.97	-9	-6	12	0	0
Cc1cccc(NC(=O)CNC(=O)CN2C(=O)NC3(CCc4ccccc43)C2=O)c1C (stereo not drawn)	-9	20	-8	1.1	7	-11	2	0	0
COc1cccc(NC(=O)C(NCC2CCCCC2)c2ccccc2)c1 (stereo not drawn)	17	8	-4	1	19	0	1	2	-2
O=C(NCc1ccccc1)c1cnc(Cl)c(Cl)c1	-5	27	10	0.91	13	-4	7	0	0
CCn1c(CSc2nccn2C)nc2cc(C(=O)O)ccc21	-10	-6	10	0.9	-4	-4	-8	-3	4
C/C(=N\NC(=O)c1ccc2c(c1)OCO2)c1ccc2c(c1)OCO2	-9	9	-9	1.1	6	-5	8	-3	-3
O=C(O)c1c2c(nc3ccc(S(=O)(=O)N4CCC(C(=O)NCc5ccc(Cl)cc5)CC4)cc13)CCCC2	6	8	-1	1	-9	1	-7	-1	-3
COc1ccc(OC)c(NC(=O)c2cnn(-c3ccccc3)c2C)c1	1	27	-3	1	27	-4	12	-7	-2
N#Cc1ccccc1NC(=O)COC(=O)c1ccc2c(c1)OCCO2	8	-3	8	0.92	2	-7	-9	-4	-3
Cc1ccc(-c2cc(C(=O)N3CCN(c4ncccn4)CC3)c3ccccc3n2)cc1	44*	5	2	0.98	45*	-1	9	12	-3
Cc1ccc(N(CC(=O)Nc2ccc3c(c2)OCCO3)S(=O)(=O)c2c(C)noc2C)cc1	28	-16	-30	1.3	40	20	-6	-3	0
CC(C)[C@H](NC(N)=O)C(=O)Nc1ccc(OCc2ccccc2)cc1	-1	9	3	0.97	11	-11	-2	-1	0
CN1CCN(c2ccc(S(=O)(=O)N3CCCCC3)cc2NC(=O)Cc2ccccc2F)CC1	5	1	0	1	20	-9	11	-5	-2
CC(NC(=O)c1ccc(NC(=O)CC2SC(N3CCCC3)=NC2=O)cc1)c1ccccc1 (stereo not drawn)	-1	4	-6	1.1	8	-1	3	4	1
CCOC(=O)c1nnn(-c2nonc2N)c1-c1cccc2ccccc12	12	8	3	0.97	26	-8	2	-4	-3
CCOC(=O)N1CCC(N2CCN(c3ccccc3)CC2)CC1	-9	14	6	0.94	4	-9	4	-2	5
CCN1CCN(c2ccc(S(=O)(=O)N3CCCCC3)cc2NC(=O)COc2ccc(Cl)c(C)c2)CC1	-1	19	1	0.99	0	-1	4	28	-7
CSc1ccc(C(=O)C2CCCN(C(=O)c3ccc4c(c3)OCO4)C2)cc1 (stereo not drawn)	-9	3	6	0.94	10	-8	28	-5	5
O=C(Nc1ccc(F)cc1F)C1CC(=O)N(Cc2ccccc2)C1 (stereo not drawn)	0	16	-11	1.1	-4	-7	-6	-5	-2
CNC(=S)N1CCn2cccc2C1c1cc(OC)c(OC)c(OC)c1 (stereo not drawn)	7	7	6	0.94	5	-6	-2	-3	-1
COc1cccc(NC(=O)CSc2nc3c([nH]c4ccccc43)c(=O)n2C)c1	-9	-5	-15	1.2	17	-3	-21	-1	-5
COc1ccc(C(=O)Nc2nccs2)cc1OC	13	6	26	0.74	18	4	-2	5	-1
C=CCNCCCCOc1ccccc1	-4	4	-1	1	6	-7	7	-4	0
N#Cc1cc(-c2ccc(Cl)cc2)cnc1Sc1ccccc1	23	-6	15	0.85	36	-4	2	3	-5
COc1ccc(NC(=O)CCNC(=O)c2ccco2)cc1Cl	6	12	4	0.96	-31	-8	3	-4	0
CS(=O)(=O)c1ccccc1C(=O)Nc1ccc(-c2nc3ccccc3[nH]2)cc1	15	3	6	0.94	3	-1	-2	-4	-1
CCN(CC)C(=O)Cn1cc(C(=O)C(=O)N2CCCc3ccccc32)c2ccccc21	-2	-4	-4	1	18	-6	10	-1	-2
O=S(=O)(NCc1cccnc1)c1cc(Cl)ccc1Cl	-4	-3	3	0.97	3	-3	11	-1	1
Cc1ccc(C)c(NC(=S)NCc2cccs2)c1	3	3	-5	1	8	-5	7	-3	-3
CCOC(=O)CNc1ncnc2nc[nH]c12	10	7	4	0.96	-1	1	-19	2	2
COc1ccc(NC(C)=O)cc1NS(=O)(=O)c1cn(C)c(=O)n(C)c1=O	-6	7	1	0.99	3	-7	0	-8	2
CCOC(=O)c1ccc(NS(=O)(=O)N2CCCCCC2)cc1	3	22	5	0.95	40	-2	22	1	-2
CC(=O)NNC(=O)CCn1nnc2ccccc21	1	3	2	0.98	11	-8	4	3	2
Cc1ccc(NC(=O)CSC2=C(C#N)C(c3ccc4c(c3)OCO4)C3=C(CCCC3=O)N2)c(C)c1 (stereo not drawn)	22	13	18	0.82	8	3	12	1	-3
Nc1ccccc1-c1nnc(SCc2ccccc2Cl)[nH]c1=O	18	19	16	0.84	28	-4	5	0	0
COCc1cc(C)nc(SCC(=O)Nc2ccccc2C)c1C#N	2	-11	2	0.98	12	-1	-4	0	0
O=C(NN=C1CCCCCCC1)c1ccc(F)cc1	11	2	-5	1	-1	-11	-10	0	2
COc1ccc(C(=O)CC(=O)C(=O)Nc2cccc(F)c2)cc1	7	5	1	0.99	-16	1	13	-1	-6
Cc1ccc(-c2cccc(C3CC=CC4C3C(=O)N(Cc3ccccc3)C4c3cc(C)ccc3F)c2)cc1 (stereo not drawn)	37	-2	0	1	26	-9	5	-4	-8
CCC(OC(=O)c1cc2sccc2n1C)C(=O)NCC1CCCO1 (stereo not drawn)	1	-13	-8	1.1	0	-8	-9	-6	-1
CN(C)CC/C=C1\c2ccccc2COc2ccccc21	-1	31	-2	1	-15	-5	12	0	-2
Nc1cc(N)nc(SCCOc2ccccc2)n1	4	-12	-3	1	5	-7	0	-4	-2
CC(=O)N1CCN(Cc2nc3cc(NC(=O)c4ccccc4)ccc3n2C)CC1	3	12	-2	1	-4	-7	19	-4	2
Cc1ccc(OCc2nnc(SCC(=O)O)n2N)cc1	-3	20	-8	1.1	-12	1	-3	4	-3
O=C(c1ccccc1)c1ccc(C(=O)N2CCOCC2)cc1	-6	12	0	0.99	-13	1	-6	4	-2
O=C(NCC(=O)N(c1ccc(F)cc1)C(C(=O)NC1CCCC1)c1cccnc1)c1cccs1 (stereo not drawn)	7	14	-2	1	6	-3	-8	-2	-3
CN(C(=O)COc1ccccc1)c1nnc(C23CC4CC(CC(C4)C2)C3)s1	3	5	-7	1.1	2	3	6	5	-1
CN(CC(=O)Nc1ccc(N2CCOCC2)cc1)C(=O)Cc1ccccc1	7	4	6	0.94	2	-3	14	-2	1
Cc1ccc(-c2cn(S(=O)(=O)c3cccc([N+](=O)[O-])c3)nc2N)cc1	-15	-11	7	0.93	5	-6	-3	1	0
CCCC(=O)c1ccc(N2CCN(S(=O)(=O)c3ccccc3)CC2)c(F)c1	13	27	2	0.97	11	-3	-20	0	-2
O=C(CN(Cc1ccccc1F)C(=O)c1csnn1)NC1CCCCC1	12	25	6	0.94	-6	-6	0	-7	3
CCOc1ccccc1NC(=O)c1ccc2c(c1)C(=O)N(C(C)(C)C)C2=O	-1	16	7	0.93	-6	-4	-16	-2	1
COc1ccccc1NC(=O)c1oc2ccccc2c1NC(=O)C1CC1	26	11	15	0.85	22	-5	-2	-3	6
C(=C\c1ccccc1)/C=N/Nc1nc(N2CCCCC2)nc(N2CCCCC2)n1	1	16	5	0.95	-4	-2	-1	-2	-4
O=C(CCC(=O)NNC(=O)COc1ccccc1)NCc1ccccc1	-10	-7	13	0.87	6	-2	-9	3	3
Cc1ccccc1C(=O)N1CCC(C(=O)Nc2ccc(S(=O)(=O)N3CCOCC3)cc2)CC1	2	25	10	0.9	-14	-8	-2	-2	3

New compounds follow.
SMILES	TIM10 inh	NALP3 yeast inh	mIAP inh	mIAP act	tim10-1 inh	APOBEC3G inh	hIAP block	APOBEC3A inh	beta cell repl
COc1ccc(OCC(=O)Nc2cc(-c3nn4c(C)nnc4s3)ccc2C)cc1	-6	-8	-4	1	5	5	17	2	1
CN1c2ccccc2-c2nc3ccccc3n2C1c1ccncc1 (stereo not drawn)	19	11	8	0.92	2	-4	-3	-9	0
COc1ccc2c(c1)c(CC(=O)O)c(C)n2C(=O)c1ccc(Cl)cc1	12	14	7	0.93	-6	-7	0	-3	-2
Cc1ccc(S(=O)(=O)N(C)c2ccccc2C(=O)NC2CCCC2)cc1	19	7	10	0.91	3	-9	0	-3	0
COc1cc(C)nc(NS(=O)(=O)c2ccc(C)cc2)n1	-4	3	-11	1.1	-7	-5	9	-2	0
CN(Cc1ccccc1)S(=O)(=O)c1cccs1	-4	31	12	0.88	1	-2	-2	-1	-2
COc1ccccc1N(CC(=O)NCCSCc1ccccc1)S(=O)(=O)c1ccc(C)cc1	28	18	-6	1.1	3	-9	-20	-5	-2
CCOc1ccc(NC(=O)c2ccc(OCC3CCCO3)cc2)cc1S(=O)(=O)N(CC)CC (stereo not drawn)	5	-2	-2	1	8	-5	-3	-2	5
CN(Cc1ccc(OC(F)F)cc1)C(=O)c1ccc2nccnc2c1	2	-4	-2	1	1	1	-15	5	-5
COc1cc2c3c(c1OC)C1(C=CC(=O)C=C1)CC3N(C(=O)c1ccccc1)CC2 (stereo not drawn)	-1	-2	5	0.95	21	-1	9	2	-1
Cc1ccc(S(=O)(=O)N2CCC(C)CC2)cc1C(=O)NCCN1CCOCC1	5	12	0	1	-2	-5	7	-4	0
CC1CCN(C(=O)CSc2nnc(-c3cccs3)o2)CC1	-17	22	8	0.92	6	-1	14	1	0
Cc1cccc(NC(=O)CCc2ccc(S(=O)(=O)NC3CCCCC3)cc2)c1	-4	13	-36	1.4	-12	-6	3	-3	0
COc1ccc(NS(=O)(=O)c2cccc(C(=O)OCC(=O)c3c(N)n(C)c(=O)n(C)c3=O)c2)cc1	3	-1	-4	1	4	-9	-5	-2	-2
CCN1CCN(c2nc(Nc3ccccc3F)nc(N)c2[N+](=O)[O-])CC1	-17	7	-6	1.1	-21	-8	-46	-2	-2
Cc1cc(Cl)cc(Br)c1OCCNCC(C)O (stereo not drawn)	4	12	-4	1	-11	-6	3	-5	-3

Filtered by structure: the entries above containing two or more sulfur atoms
SMILES	TIM10 inh	NALP3 yeast inh	mIAP inh	mIAP act	tim10-1 inh	APOBEC3G inh	hIAP block	APOBEC3A inh	beta cell repl
Cc1ccc(C)c(NC(=S)NCc2cccs2)c1	3	3	-5	1	8	-5	7	-3	-3
CN(Cc1ccccc1)S(=O)(=O)c1cccs1	-4	31	12	0.88	1	-2	-2	-1	-2
COc1ccccc1N(CC(=O)NCCSCc1ccccc1)S(=O)(=O)c1ccc(C)cc1	28	18	-6	1.1	3	-9	-20	-5	-2
CC1CCN(C(=O)CSc2nnc(-c3cccs3)o2)CC1	-17	22	8	0.92	6	-1	14	1	0
